MC4R ag barr = human MC4R agonism via beta-arrestin. U2OS MC4R beta-arrestin complementation, luminescence; percent of melanotan II response, DMSO zero. 0.98% of 360,000 active. activation, % at 8.9 µM. AID 540308. P32245;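 active = activation above a per-plate cutoff, the mean activation of sample wells on that plate plus 3 SD, cut at about 8% in these data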
aDG glyco up = increases alpha dystroglycan glycosylation. Pro5-aDG cells, alpha-DG glycosylation AlphaScreen (IIH6); 0% Pro5, 100% B10-LARGE cell signal. activation, % at 10 µM. 0.22% of 360,000 active. AID 624168;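 active = activation of at least 8% versus controls, or a plate z-score of at least 8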;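 note: Pro5 are CHO cells carrying HIG-tagged alpha-DG that lacks glycosylation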
Granule exo inh = lytic granule exocytosis inhibition; inhibition, % at 10 µM; TALL-104 LAMP-1 surface exposure, flow cytometry; cells stimulated with thapsigargin and PMA; 0.66% of 360,000 active;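 active = inhibition above about 55%, limit read from the data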
ABHD5 PLIN5 PPI = ABHD5-PLIN5 protein interaction inhibition. Q00G26+Q8WTS1. Split G. princeps luciferase complementation, luminescence, 4 h. inhibition, % at 4 µM. 0.78% of 360,000 active;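 active = inhibition above the mean inhibition across every tested compound plus 3 SD, cut at about 22% in these data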;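 note: 0% = DMSO only wells and the 100% control is not disclosed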
Target sequence (Q00G26 whole entry, looked up): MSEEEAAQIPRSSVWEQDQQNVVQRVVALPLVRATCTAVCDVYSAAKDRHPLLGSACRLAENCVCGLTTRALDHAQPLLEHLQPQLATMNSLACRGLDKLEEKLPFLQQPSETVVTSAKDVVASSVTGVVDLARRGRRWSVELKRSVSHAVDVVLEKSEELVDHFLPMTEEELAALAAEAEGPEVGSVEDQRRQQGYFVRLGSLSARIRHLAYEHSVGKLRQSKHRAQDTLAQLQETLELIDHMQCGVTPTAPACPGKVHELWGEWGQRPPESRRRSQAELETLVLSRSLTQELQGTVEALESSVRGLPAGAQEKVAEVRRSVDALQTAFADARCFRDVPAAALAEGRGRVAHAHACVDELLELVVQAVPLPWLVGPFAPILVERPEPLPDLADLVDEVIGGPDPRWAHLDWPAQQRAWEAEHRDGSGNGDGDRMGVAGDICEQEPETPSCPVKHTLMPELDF
Target sequence (Q8WTS1 whole entry, looked up): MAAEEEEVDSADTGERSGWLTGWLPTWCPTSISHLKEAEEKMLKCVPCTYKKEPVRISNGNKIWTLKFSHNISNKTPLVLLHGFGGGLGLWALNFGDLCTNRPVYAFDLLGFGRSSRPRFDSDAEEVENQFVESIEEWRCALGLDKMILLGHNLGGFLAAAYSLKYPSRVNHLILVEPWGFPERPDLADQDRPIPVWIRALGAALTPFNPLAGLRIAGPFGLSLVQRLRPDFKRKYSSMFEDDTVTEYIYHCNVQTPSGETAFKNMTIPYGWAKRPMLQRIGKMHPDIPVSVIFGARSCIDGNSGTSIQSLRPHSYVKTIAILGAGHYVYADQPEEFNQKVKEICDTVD
Cardio protect = myocardial damage modulation in H9c2 cells. H9c2 cardiomyocytes, H2O2 injury protection, ATPLite, 2 h. 0.63% of 360,000 active. protection from H2O2 cell death, % at 20 µM;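 active = compounds giving at least 50% protection of heart cells from peroxide-induced death in the single-dose screen, raw or plate-pattern-corrected value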;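 note: 0% = DMSO wells with peroxide and 100% = DMSO wells without peroxide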
HTR2A ag = agonists of mouse serotonin 5-HT2A receptor (HTR2A). P35363. CHO-K1 mHTR2A beta-arrestin complementation, luminescence; percent of 30 µM serotonin response. 0.66% of 360,000 active. activation, % at 7.6 µM. AID 624169;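 active = activation above a run cutoff, the mean activation of all tested compounds plus 3 SD, cut at about 14% in these data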;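 note: 0% = plate median of compound wells and 100% = 30 µM serotonin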
MC4R antagonist = antagonists of human melanocortin 4 receptor (MC4R); 0.48% of 360,000 active; P32245; AID 540295; inhibition, % at 6.5 µM; MC4R-expressing cells, MTII-stimulated cAMP, LANCE TR-FRET;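 active = inhibition above its plate's cutoff, the mean of tested wells on that plate plus 3 SD, cut at about 29% in these data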;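 note: 0% = Melanotan II alone and 100% = Melanotan II plus saturating MCL0020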
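Test system: U2OS cells stably expressing human melanocortin 4 receptor (MC4R); also added: Melanotan II challenge; compound: 6.5 µM single dose; timing: 30-min compound preincubation, 1-h Melanotan II challenge, 1-h detection, room temperature; signal: Eu-cAMP/anti-cAMP TR-FRET, emission 671 nm; repeats: one well per compound, no replicates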
Glyco luc inh = N-linked glycosylation inhibition. D54 ERlucT glycosylation luciferase reporter, 24 h; percent of 100 nM tunicamycin response. reporter increase, % at 12.5 µM. 0.23% of 360,000 active. AID 588692;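 active = mean luciferase reporter signal, scaled so untreated is 0 and the glycosylation-blocking control 100, at or above a set limit in every replicate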;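 note: luciferase carries N-glycosylation sites so blocking glycosylation raises the light; 0% = median of neutral control wells and 100% = median of 100 nM tunicamycin wells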
ABCB6 inh MLPCN = inhibitors of human ABC transporter ABCB6. K562-ABCB6 porphyrin accumulation, flow cytometry, 1 h; hits give low values. fluorescence ratio to DMSO, % at 10 µM. 0.19% of 360,000 active. AID 602162;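 active = fluorescence ratio to DMSO below 75%, the collection mean minus 3 SD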;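 note: signal is porphyrin accumulated inside mitochondria; 100% equals median channel fluorescence of DMSO control wells; lower ratio means ABCB6 inhibition with less porphyrin fluorescence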
hiPSC survival = hiPSC single-cell survival enhancement; ATPlite luminescence; 100% = ROCK inhibitor wells, 0% = DMSO; survival enhancement, % at 20 µM; 0.044% of 360,000 active; in the data active = survival enhancement above about 18%;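 note: cells exposed to compounds for 16 hours before the ATP read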
* hit, by the source's call.

Values run as follows: MC4R ag barr | aDG glyco up | Granule exo inh | ABHD5 PLIN5 PPI | Cardio protect | HTR2A ag | MC4R antagonist | Glyco luc inh | ABCB6 inh MLPCN | hiPSC survival
> CC1Oc2ccccc2N(CC(=O)NCc2cccs2)C1=O (stereo not drawn)
    -3.6 | 1.5 | -2 | 2 | -1 | 1 | 6 | -3 | 101 | -2.8
> CCOC(=O)[C@H]1[C@H]2COc3cc(OC)ccc3[C@@H]2N2C(=O)CN(Cc3ccccc3)C(=O)[C@@]12C
    0.2 | 0.1 | -2 | 1 | 5 | 5 | -1 | -2 | 95 | -0.2
> CNC[C@H]1Oc2c(NS(=O)(=O)c3ccc(OC)cc3)cccc2C(=O)N([C@H](C)CO)C[C@H]1C
    -0.9 | 0.0 | 8 | -1 | -1 | 4 | -4 | 1 | 96 | 0.2
> CCCCNC(=O)Nc1c(C(=O)OCC)[nH]c2ccccc12
    -3.2 | -0.1 | -1 | -6 | 3 | 8 | -1 | 0 | 96 | 7.3
> O=c1cc(-c2ccc(O)cc2)oc2c(C3OCC(O)C(O)C3O)c(O)c(C3OC(CO)C(O)C(O)C3O)c(O)c12 (stereo not drawn)
    -0.5 | -0.3 | 1 | 2 | 0 | -1 | -1 | -4 | 103 | -0.7
> COC(=O)c1cc(C(=O)NCC2CCCCC2)cc([N+](=O)[O-])c1
    0.9 | 0.0 | -4 | -19 | -6 | 5 | 2 | -2 | 89 | -0.5
> O=C(CCS(=O)(=O)c1ccccc1)Nc1nnc(-c2ccco2)o1
    -1.2 | 1.2 | -13 | 3 | 2 | -3 | 7 | -6 | 95 | -0.1
> Cc1ccccc1CC(=O)N1CCN(S(=O)(=O)c2cccs2)CC1
    -4.2 | 0.3 | 7 | 8 | 6 | 16* | 15 | -2 | 95 | -0.5
> CC1Sc2ccc(C(=O)NCc3cccc(C(F)(F)F)c3)cc2NC1=O (stereo not drawn)
    3.2 | 0.5 | 0 | -12 | -1 | 4 | 2 | 2 | 93 | 1.0
> Cc1ccc(/C=C/C(=O)N2CCN(c3ncccn3)CC2)o1
    0.3 | -0.3 | 14 | 20 | -13 | -3 | -3 | 8 | 95 | -1.5
> COc1ccc(COCC(O)CN2CCC(CN3C(=O)c4cccc5cccc(c45)C3=O)CC2)cc1OC (stereo not drawn)
    -0.4 | 2.2 | -2 | 1 | -12 | -4 | 1 | 17 | 98 | -3.2
> Cc1c(CN2CCCCC2)c(O)n(CCCO)c(=O)c1C#N
    0.6 | -0.2 | 0 | -18 | 7 | 0 | 4 | 2 | 99 | 4.4
> C/C(=N/NS(=O)(=O)c1ccc(CC(C)C)cc1)c1ccncc1
    2.1 | 1.2 | -2 | 1 | -11 | 9 | 5 | -1 | 99 | -0.5
> CN(C)Cc1c(C(=O)N/N=C/c2cccnc2)nnn1-c1nonc1N
    -3.5 | 0.4 | 0 | -2 | -1 | -2 | 6 | 2 | 104 | 1.2
> CC(C)NC(=O)N(C)C[C@H]1Oc2c(NS(=O)(=O)c3cccs3)cccc2C(=O)N([C@H](C)CO)C[C@@H]1C
    0.1 | -0.3 | -8 | -6 | 9 | -3 | -3 | 0 | 101 | -0.3

Values run as follows: MC4R ag barr | aDG glyco up | Granule exo inh | ABHD5 PLIN5 PPI | Cardio protect | HTR2A ag | MC4R antagonist | Glyco luc inh | ABCB6 inh MLPCN | hiPSC survival
> Cc1onc(-c2ccccc2)c1-c1ccnn1C(=O)NC(C)C
    1.5 | -0.1 | -3 | 1 | -3 | -1 | -11 | -7 | 103 | 0.5
> CCCCc1c(O)nc(SCC(=O)c2ccccc2)[nH]c1=O
    4.0 | -0.2 | 1 | 0 | -3 | -2 | -3 | 5 | 110 | -2.5
> COc1cccc(Nc2ncccc2C(=O)O)c1
    -0.2 | -0.1 | -2 | 5 | 5 | 9 | 6 | 1 | 97 | -0.1
> CC(=O)Nc1ccc(C(=O)CSc2nnnn2C2CCCC2)cc1
    -0.2 | 0.0 | 0 | 5 | 5 | 5 | 2 | 1 | 98 | -2.1
> Cc1cccc(OC2CCN(Cc3nc(CC4CC4)no3)CC2)c1
    3.0 | 0.6 | 3 | 2 | -1 | 12 | 4 | 1 | 105 | 0.2
> COc1ccc(S(=O)(=O)NC(=O)C2(C)CCN2C(=O)CC2CCCC2)cc1 (stereo not drawn)
    1.2 | -0.3 | 5 | -1 | -2 | -1 | 1 | 1 | 83 | 2.6
> CCN(CC(=O)Nc1c(F)cccc1F)C(=O)CCCc1c[nH]c2ccccc12
    -5.0 | 0.2 | -3 | 0 | -4 | 9 | -3 | 1 | 102 | 0.3
> CC(C)[C@H](NC(=O)c1cccc(S(=O)(=O)N2CCCC2)c1)c1nc2ccccc2[nH]1
    -0.6 | -0.1 | 0 | 5 | 8 | 1 | 0 | 2 | 100 | 2.4
> CCN1CCC(NC(=O)c2cc(OC)c(OC)cc2OC)CC1
    -0.7 | -0.1 | 0 | -5 | 1 | -9 | 2 | 0 | 109 | -0.8
> Cn1c(=O)c2c(nc(N3CCOCC3)n2Cc2c(F)cccc2Cl)n(C)c1=O
    -1.3 | 0.0 | -1 | 2 | 0 | -1 | 10 | 1 | 98 | -0.3
> COc1cccc(C(=O)NCCC(=O)NCc2cc(=O)n(C)c(=O)n2C)c1
    -1.4 | -0.2 | 1 | 4 | 2 | -1 | 8 | 3 | 99 | -0.6
> Cc1cccc(N2C(=O)CN(Cc3cccs3)C2=S)c1
    1.8 | -0.2 | -2 | 3 | -12 | 1 | 11 | 0 | 97 | -0.8
> Cc1ccc(-n2c(-c3ccccc3)nnc2-c2cccs2)cc1
    5.7 | 0.3 | 4 | -2 | -7 | 2 | 4 | 3 | 95 | 1.8
> c1ccc2c(c1)c1ccccc1n1c(-c3ccc4c(c3)OCO4)nnc21
    0.5 | -0.2 | 6 | 4 | 3 | 1 | -4 | 2 | 87 | -0.1
> Cc1cc2c(cc1C)N(C(=O)CCl)CCN2C(=O)CCl
    -1.2 | 2.2 | -1 | 4 | -15 | 0 | 4 | 2 | 98 | 0.6

Values run as follows: MC4R ag barr | aDG glyco up | Granule exo inh | ABHD5 PLIN5 PPI | Cardio protect | HTR2A ag | MC4R antagonist | Glyco luc inh | ABCB6 inh MLPCN | hiPSC survival
> CCOc1ccccc1C(=O)Nc1nccs1
    0.8 | 0.2 | 0 | -1 | 29 | -1 | -2 | -1 | 99 | -2.3
> CC(C)(C)NC(=O)CSc1nc2ccccc2c(=O)[nH]1
    0.4 | 0.0 | -1 | -10 | 14 | 0 | 5 | 0 | 96 | -0.4
> CCN1/C(=C(\O)c2ccccc2)C(=O)c2ccccc2S1(=O)=O
    3.6 | 0.2 | 5 | -6 | 2 | 1 | 6 | 2 | 107 | -0.2
> COc1ccc(N(Cc2ccco2)C(=O)c2ccccc2F)cc1OC
    -1.5 | 0.0 | 1 | 1 | 7 | 0 | -2 | -3 | 94 | -2.1
> O=C(Nc1ccc(O)cc1C(=O)O)c1cccs1
    -3.4 | 0.1 | 0 | 1 | 4 | 6 | 17 | 1 | 100 | 1.0
> S=c1[nH]nc(C2CCCCC2)o1
    -2.8 | 0.4 | -1 | 3 | 12 | -1 | 6 | 3 | 98 | 0.7
> CCCCCC1=CCC/C1=N\NC(=O)c1ccc2c(c1)OCO2
    -1.7 | -0.2 | 2 | -3 | -2 | -2 | 0 | -1 | 98 | 0.3
> CCSC1=N/C(=C\c2ccc(C(=O)O)cc2)C(=O)S1
    -0.4 | -0.1 | 0 | -3 | 7 | 7 | 22 | 3 | 91 | -0.9
> CCNC(=O)C1CCCN(C(=O)c2cccc(C#N)c2)CC1 (stereo not drawn)
    -1.4 | -0.3 | 6 | 5 | 0 | 4 | 3 | 1 | 94 | -1.7
> COc1cc(OC)cc(C(=O)N[C@H](C(=O)OCC(=O)Nc2sccc2C#N)C(C)C)c1
    0.3 | 0.3 | 1 | 3 | -14 | 4 | 12 | 1 | 90 | 1.1
> O=C(C/C=N\OCc1ccc([N+](=O)[O-])cc1)Nc1ccc(Cl)cc1
    -1.9 | 0.0 | -2 | 0 | -10 | -6 | -2 | 0 | 99 | -0.7
> COc1cccc(S(=O)(=O)Nc2ccc(C(=O)N3CCOCC3)cc2)c1
    0.8 | -0.1 | -2 | 11 | 2 | -1 | 8 | 2 | 98 | -4.2
> CCCSc1nn2c(=O)c3ccccc3nc2s1
    -1.2 | 0.4 | 12 | -7 | -14 | -6 | -2 | -11 | 87 | -2.4
> COc1ccc(NC(=O)C2CC2)cc1OC1CCCC1
    -1.2 | 0.1 | -9 | -2 | -3 | 2 | 15 | 2 | 97 | 1.1
> Cc1cc(C)nc(NS(=O)(=O)c2ccc(NC(=O)CSc3nc(-c4ccccc4)c(C#N)c(=O)[nH]3)cc2)n1
    -1.8 | -0.4 | -8 | -5 | 7 | -1 | 36* | -1 | 92 | 3.7

Shown as a hit in HTR2A ag, of those listed so far:
SMILES | MC4R ag barr | aDG glyco up | Granule exo inh | ABHD5 PLIN5 PPI | HTR2A ag | MC4R antagonist | Glyco luc inh | ABCB6 inh MLPCN
Cc1ccccc1CC(=O)N1CCN(S(=O)(=O)c2cccs2)CC1 | -4.2 | 0.3 | 7 | 8 | 16* | 15 | -2 | 95

Other entries
Values run as follows: MC4R ag barr | aDG glyco up | Granule exo inh | ABHD5 PLIN5 PPI | Cardio protect | HTR2A ag | MC4R antagonist | Glyco luc inh | ABCB6 inh MLPCN | hiPSC survival
> COc1cccc(NC(=O)NCCCCc2ccccc2)c1
    -0.9 | 0.8 | 2 | -14 | -9 | -10 | 16 | 0 | 94 | -0.4
> C=CCC1(CC=C)CCCN1Cc1nc(COc2ccccc2)no1
    4.0 | 0.1 | -2 | 3 | -1 | -3 | 16 | -3 | 116 | -0.9
> CCN(CC)C(=O)Oc1ccc(OC(=O)N(CC)CC)cc1
    1.6 | 0.1 | 0 | 2 | -2 | 3 | 1 | 0 | 100 | -2.3
> C=CCOC(=O)C1=C[C@@H](c2csc3ccccc23)C[C@@H](OCc2ccc(CO)cc2)O1
    0.6 | 0.4 | 0 | -3 | -2 | -3 | 17 | -2 | 98 | 9.1
> C[C@H]1CN([C@@H](C)CO)C(=O)CCCn2nncc2CO[C@H]1CN(C)C(=O)c1ccncc1
    -0.8 | 0.1 | -2 | -2 | 2 | -2 | 0 | 1 | 100 | -0.7
> O=C(CCNC(=O)c1ccccc1)Nc1ccc(F)c(Cl)c1
    0.3 | 0.3 | 1 | -1 | 0 | -6 | 6 | 0 | 100 | -2.3
> COCCC(=O)N(Cc1ccc2c(c1)OCO2)C(C(=O)NC1CCCCC1)c1ccncc1 (stereo not drawn)
    -1.8 | -0.1 | -1 | -1 | 0 | -2 | 0 | 2 | 97 | -1.4
> Nc1nonc1-n1nnc(C(=O)N/N=C/c2ccc(OCc3ccccc3)cc2)c1CNc1ccccc1
    25* | 0.2 | 1 | 2 | 10 | 0 | 8 | 2 | 98 | -0.5
> Cc1ccc(S(=O)(=O)N2CC(=O)Nc3ccccc32)cc1
    0.4 | -0.2 | 5 | 1 | -2 | -3 | -1 | -1 | 96 | -0.4
> CSCCC(NS(=O)(=O)c1ccc2c(c1)c(=O)n(C)c(=O)n2C)C(=O)NC1CCN(Cc2ccccc2)CC1 (stereo not drawn)
    -2.3 | -0.1 | -2 | 0 | 0 | 0 | 10 | 4 | 97 | -0.5
> COc1ccc(C(=O)Oc2cccc(/C=N/NC(N)=S)c2)cc1
    -2.0 | 0.7 | 12 | 5 | -9 | 10 | -5 | -5 | 102 | -0.6
